Bioassay records (PubChem)
ADAM17 inh – inhibits human ADAM17; recombinant ADAM17, EDANS/DABCYL FRET peptide cleavage; inhibition, % at 6.95 µM; 370,000 compounds, 0.83% hits;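 active = inhibition above the mean of compounds lying between control limits plus 3 SD, set per campaign, cut at about 8.5% in these data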;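 also: 0% = DMSO-only wells as the low control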
GAA850 FXN act – increases GAA850 frataxin promoter reporter activity | HEK293 lucGAA850 FXN promoter luciferase reporter, 24 h; percent of 10 µM SAHA response | activation, % at 6 µM | 360,000 compounds, 0.56% hits;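 active = activation above the average of all compounds screened plus 3 SD, cutoff fixed separately per campaign, cut at about 7.5% in these data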;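 also: 0% = DMSO wells and 100% = 10 µM SAHA wells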
ssDAF-12 act – activates DAF-12 receptor from parasite S. stercoralis; HEK293 ssDAF-12/GRIP1 lit1-tk-luc reporter, luminescence; % of 3 µM dafachronic acid response; activation, % at 6.8 µM; 370,000 compounds, 1% hits;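 active = activation above the mean over all tested compounds plus 3 SD, cut at about 0.9% in these data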;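 also: 0% = DMSO-only wells and 100% = 3 µM delta7-dafachronic acid wells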
PG9 binder – small molecules binding HIV-1 gp120 antibody PG9. TR-FRET gp120-PG9 antibody binding. inhibition, % at 6.7 µM. 360,000 compounds, 0.43% hits; in the data active = inhibition above about 8.5%
DAX1 inh-1 – inhibitors of DAX1 repression of SF-1 activated StAR promoter | 370,000 compounds, 1.1% hits | inhibition, % at 6.8 µM | HEK293T StAR-luciferase reporter, SF-1/DAX-1 repression relief | AID 652010;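 active = inhibition above the mean over all tested compounds plus 3 SD, cut at about 3.6% in these data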;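 also: 0% = DAX-1 cells with DMSO and 100% = cells lacking DAX-1 with DMSO; higher inhibition means more luminescence from relief of DAX-1 repression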
ADAM10 inh – inhibits human ADAM10; O14672; recombinant ADAM10, EDANS/DABCYL FRET peptide cleavage, 3 h; inhibition, % at 7 µM; 370,000 compounds, 0.62% hits; AID 720582;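 active = inhibition above a per-campaign cutoff equal to the mean of compounds falling between control-based bounds plus 3 SD, cut at about 20% in these data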;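 also: 0% = DMSO wells while the 100% control is not disclosed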
SMARCA2 act – increases SMARCA2 function in MMTV reporter cells. activation, % at 9.1 µM. AID 652017. 370,000 compounds, 1% hits. MG213 cells, MMTV-luciferase reporter, dexamethasone, overnight; in the data active = activation above about 7.8%;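 also: 0% = vehicle wells and 100% = reference activator wells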
hgDAF12 agonist – agonists of H. glycines DAF-12 nuclear receptor; HEK293 GAL4-hgDAF12 UAS-luciferase reporter, agonist luminescence; normalized to butyrate control; activation, % at 6.8 µM; 370,000 compounds, 1.8% hits; AID 687014;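 active = activation above a cutoff set at the mean of all screened compounds plus 3 SD, cut at about 10% in these data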;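 also: 0% = DMSO wells and 100% = sodium butyrate wells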
NPR1 activator – GC-A (human) enzyme activation | activation, % at 10 µM | 370,000 compounds, 0.14% hits | P16066 | AID 1671463 | HEK293 GC-A cells, cGMP TR-FRET, EC30 ANP; 0% at EC30 ANP, 100% saturating ANP; in the data active = activation above about 40%
hcDAF-12 act – activates DAF-12 receptor from parasite H. contortus; HEK293 hcDAF-12 lit1-tk-luc reporter, luminescence; 0% DMSO, 100% Δ7-dafachronic acid; activation, % at 6.8 µM; 370,000 compounds, 1.4% hits; AID 652067;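 active = activation above the mean of all tested compounds plus 3 SD, cut at about 5.5% in these data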;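 also: 100% = response to 3 µM Δ7-dafachronic acid high control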
DAX1 inh-2 – inhibitors of human orphan nuclear receptor DAX1 (NR0B1). P51843. HEK293 Gal4-DAX1 luciferase reporter, luminescence. inhibition, % at 6.75 µM. 340,000 compounds, 0.99% hits. AID 504766;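 active = inhibition above the mean over all tested compounds plus 3 SD, cut at about 4.2% in these data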;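 also: 0% = DAX1-transfected cells with DMSO and 100% = empty-vector control cells with DMSO; inhibition shows as a rise in luminescence from relieved DAX1 repression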
Target sequence (P51843 207-470 limits assumed): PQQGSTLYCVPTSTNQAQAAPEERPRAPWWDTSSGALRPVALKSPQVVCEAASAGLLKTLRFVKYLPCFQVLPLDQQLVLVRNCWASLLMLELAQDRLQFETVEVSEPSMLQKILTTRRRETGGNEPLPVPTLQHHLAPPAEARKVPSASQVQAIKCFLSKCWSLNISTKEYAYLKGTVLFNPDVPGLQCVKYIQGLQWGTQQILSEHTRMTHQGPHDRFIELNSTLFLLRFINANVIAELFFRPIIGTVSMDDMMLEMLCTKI
Numbers without * were called inactive.

SMILES | ADAM17 inh | GAA850 FXN act | ssDAF-12 act | PG9 binder | DAX1 inh-1 | ADAM10 inh | SMARCA2 act | hgDAF12 agonist | NPR1 activator | hcDAF-12 act | DAX1 inh-2
CC[C@@H]1C(=O)OC[C@@H]1Cc1cncn1C | -3 | 0.0 | -1.0 | -2.5 | 0.8 | 3 | -2 | 1.4 | 4 | -0.1 | -0.1

An excerpt; the hit share may differ from the screen's.
